Screens deposited in PubChem by several laboratories.
MC4R antag cAMP – antagonists of human melanocortin 4 receptor (MC4R); hit rate 0.48% among 360,000; AID 540295; P32245; inhibition, % at 6.5 µM; MC4R-expressing cells, MTII-stimulated cAMP, LANCE TR-FRET;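 active = inhibition above its plate's cutoff, the mean of tested wells on that plate plus 3 SD, cut at about 29% in these data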;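 note: 0% = Melanotan II alone and 100% = Melanotan II plus saturating MCL0020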
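System: U2OS-MC4R stable cell line; Technique: Eu-cAMP/anti-cAMP TR-FRET, emission 671 nm; Repeats: single well per compound; Also added: Melanotan II; Dosing: one concentration, 6.5 µM nominal; Schedule: 30-min compound, 1-h challenge, 1-h detection, room temperature.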
ABCB6 inh 2 – inhibitors of human ABC transporter ABCB6 | Q9NP58 | K562-ABCB6 porphyrin accumulation, flow cytometry, 1 h; active compounds read low | fluorescence ratio to DMSO, % at 10 µM | hit rate 0.19% among 360,000 | AID 602162;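 active = fluorescence ratio to DMSO below 75%, the collection mean minus 3 SD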;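 note: signal is porphyrin accumulated inside mitochondria; 100% equals median channel fluorescence of DMSO control wells; lower ratio means ABCB6 inhibition with less porphyrin fluorescence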
Target sequence (Q9NP58 whole entry, looked up): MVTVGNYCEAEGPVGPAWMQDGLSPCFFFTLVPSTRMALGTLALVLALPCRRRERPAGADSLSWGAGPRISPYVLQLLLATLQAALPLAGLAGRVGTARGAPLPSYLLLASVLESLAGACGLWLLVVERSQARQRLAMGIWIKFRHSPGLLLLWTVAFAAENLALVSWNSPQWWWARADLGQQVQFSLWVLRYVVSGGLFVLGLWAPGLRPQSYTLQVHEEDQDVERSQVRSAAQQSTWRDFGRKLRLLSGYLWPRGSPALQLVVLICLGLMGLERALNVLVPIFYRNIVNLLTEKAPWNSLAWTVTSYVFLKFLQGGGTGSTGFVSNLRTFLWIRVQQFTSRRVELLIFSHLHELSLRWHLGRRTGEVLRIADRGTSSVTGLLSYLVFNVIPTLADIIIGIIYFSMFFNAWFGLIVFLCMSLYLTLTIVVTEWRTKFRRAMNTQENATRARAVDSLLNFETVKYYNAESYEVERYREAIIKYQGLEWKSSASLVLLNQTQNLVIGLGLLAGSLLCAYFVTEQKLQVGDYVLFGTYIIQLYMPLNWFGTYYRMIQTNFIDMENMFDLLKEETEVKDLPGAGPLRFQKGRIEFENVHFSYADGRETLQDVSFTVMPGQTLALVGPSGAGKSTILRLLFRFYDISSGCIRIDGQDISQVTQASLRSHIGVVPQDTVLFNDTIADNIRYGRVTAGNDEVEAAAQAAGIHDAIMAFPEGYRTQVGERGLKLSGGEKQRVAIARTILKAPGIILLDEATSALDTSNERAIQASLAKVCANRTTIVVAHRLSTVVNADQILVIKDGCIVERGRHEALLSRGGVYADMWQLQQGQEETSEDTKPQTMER
m5-HT2A agonist – mouse HTR2A agonism via beta-arrestin recruitment. P35363. CHO-K1 mHTR2A beta-arrestin complementation, luminescence; percent of 30 µM serotonin response. activation, % at 7.6 µM. hit rate 0.66% among 360,000. AID 624169;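 active = activation above a run cutoff, the mean activation of all tested compounds plus 3 SD, cut at about 14% in these data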;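 note: 0% = plate median of compound wells and 100% = 30 µM serotonin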
Cardio protect – modulators protecting cardiomyocytes from myocardial damage | protection from H2O2 cell death, % at 20 µM | H9c2 cardiomyocytes, H2O2 injury protection, ATPLite, 2 h | hit rate 0.63% among 360,000 | AID 588492;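 active = compounds giving at least 50% protection of heart cells from peroxide-induced death in the single-dose screen, raw or plate-pattern-corrected value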;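 note: 0% = DMSO wells with peroxide and 100% = DMSO wells without peroxide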
TLR9-MyD88 inh – inhibitors of human TLR9-MyD88 binding | Q9NR96+Q99836 | CHO BLA complementation TLR9-MyD88, CCF4 FRET ratio | inhibition, % at 4.98 µM | hit rate 0.21% among 340,000;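 active = inhibition above the mean over all tested compounds plus 3 SD, cut at about 21% in these data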;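 note: 0% = DMSO only wells and 100% = clavulanate BLA inhibitor control wells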
NOD2 RIPK2 PPI – blocks binding of human NOD2 to RIPK2; CHO BLA complementation NOD2-RIPK2, CCF4 ratio; inhibition, % at 4.98 µM; hit rate 0.38% among 360,000; AID 624267; in the data active = inhibition above about 21%;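 note: 0% = vehicle only and 100% = reference blocker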
ABHD5 PLIN5 PPI – ABHD5-PLIN5 protein interaction inhibition | Split G. princeps luciferase complementation, luminescence, 4 h | Q00G26+Q8WTS1 | inhibition, % at 4 µM | hit rate 0.78% among 360,000;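 active = inhibition above the mean inhibition across every tested compound plus 3 SD, cut at about 22% in these data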;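 note: 0% = DMSO only wells and the 100% control is not disclosed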
N-glyco inh – blocks N-linked glycosylation in D54 reporter cells | D54 ERlucT glycosylation luciferase reporter, 24 h; percent of 100 nM tunicamycin response | reporter increase, % at 12.5 µM | hit rate 0.23% among 360,000;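 active = mean luciferase reporter signal, scaled so untreated is 0 and the glycosylation-blocking control 100, at or above a set limit in every replicate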;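 note: luciferase carries N-glycosylation sites so blocking glycosylation raises the light; 0% = median of neutral control wells and 100% = median of 100 nM tunicamycin wells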
MC4R barr agon – agonists of human melanocortin 4 receptor (MC4R) beta-arrestin | P32245 | AID 540308 | U2OS MC4R beta-arrestin complementation, luminescence; percent of melanotan II response, DMSO zero | activation, % at 8.9 µM | hit rate 0.98% among 360,000;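 active = activation above a per-plate cutoff, the mean activation of sample wells on that plate plus 3 SD, cut at about 8% in these data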
NCOA2 inhibitor – human SRC2 (NCOA2) inhibition; Q15596; HEK293 GAL4-SRC2 luciferase reporter, luminescence; inhibition, % at 9 µM; hit rate 0.17% among 370,000; AID 651957;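 active = inhibition above the mean inhibition of all tested compounds plus 3 SD, set per campaign, cut at about 52% in these data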;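 note: 0% = DMSO treated cells and 100% = cells given Gossypol at 36 µM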
* marks the source's active call; other numbers are inactive results; . = not tested or not shown. The list is partial (hit frequency here may not be typical).

SMILES	MC4R antag cAMP	ABCB6 inh 2	m5-HT2A agonist	Cardio protect	TLR9-MyD88 inh	NOD2 RIPK2 PPI	ABHD5 PLIN5 PPI	N-glyco inh	MC4R barr agon	NCOA2 inhibitor
CC(C)(C)n1ncc2c(=O)n(Cc3cccc(Cn4cnc5c(cnn5C(C)(C)C)c4=O)c3F)cnc21	-1	85	1	-19	0	-1	-11	-6	-1.2	16
CCc1cc(=O)[nH]c(-n2[nH]c(-c3ccccc3)cc2=O)n1	8	96	-3	6	-8	-6	-29	-3	-1.0	-24
COc1ccc(CCCNC(=O)C2Cc3c(-c4cccc(C(N)=O)c4)ccnc3O2)cc1 (configuration not stated)	3	98	8	18	.	-3	-4	16	-1.1	7
CN(C)C(=O)c1ccc2c(c1)n(C)c(=O)n2C	6	99	0	12	9	-1	4	3	0.4	-13
CCN(CCO)Cc1csc2ccc(C(C)(C)C)cc12	1	102	-7	14	3	-4	1	-5	-1.9	1
CC(C)C(=O)Nc1ccc(C(=O)NNC(=O)C(c2ccccc2)c2ccccc2)cc1	-4	113	2	5	1	-4	8	-1	-1.1	5
C#CCn1c(=NC(=O)c2ccc(Cl)s2)sc2cccc(OC)c21	9	102	-3	-10	-2	-14	-7	2	15*	-24
COCCn1c(=NC(=O)c2ccc(S(=O)(=O)N3CCc4ccccc4C3)cc2)sc2cc(S(N)(=O)=O)ccc21	5	91	3	4	-3	6	3	-3	-2.6	-21
CCOC(=O)c1cc(CC)sc1NC(=O)c1cc(OC)c(OC)c(OC)c1	6	89	11	16	6	7	-7	1	-0.2	-9
COc1ccc(C2C(C#N)=C(N)OC3=C2C(=O)CCC3)cc1Cn1cc([N+](=O)[O-])cn1 (configuration not stated)	14	102	-1	-1	-2	5	-3	2	-0.5	10
Cn1nc(C(=O)NCCc2ccc(S(N)(=O)=O)cc2)c2ccccc2c1=O	5	101	3	6	-2	-5	-1	3	0.0	-32
CN(C)c1ccc(CNC(=O)C2CCC(CNc3c(N4CCCCC4)c(=O)c3=O)CC2)cc1 (configuration not stated)	-10	93	-1	-4	-2	-12	-1	1	-0.3	4
COc1ccc(NC(=O)CSc2nnc(-c3cc(C)[nH]n3)n2N)cc1	2	98	3	4	5	2	-12	2	-2.8	9
COc1cccc(N(C(=O)c2snc(C(N)=O)c2N)C(C(=O)NCC2CCCO2)c2ccc(C)o2)c1 (configuration not stated)	18	100	-12	4	7	7	9	-5	-0.9	-10
Nc1c(Cl)cc(Cl)cc1C(=O)OCC(=O)N1CCOCC1	-6	99	-1	-9	7	5	3	-1	-1.4	-6
COc1ccc(C2CC(c3ccccc3)=NN2C(=O)COC(=O)c2cnc(Cl)c(Cl)c2)cc1 (configuration not stated)	15	112	5	-3	-7	0	-4	6	1.0	-5
CCc1nc(SCC(=O)Nc2ccc(Br)cn2)n[nH]1	-1	87	-3	4	5	3	3	0	-2.5	2
O=C(CSc1nc2cc(Cl)ccc2o1)c1cccs1	-2	94	5	-13	-46	-7	3	-1	-1.5	-49
CCOC(=O)c1c(N)sc(C(N)=O)c1C	-4	98	5	1	2	-5	6	2	1.1	-9
COC(=O)c1ccc(Oc2nc(SC)nc(N(C)C)n2)cc1	-1	99	5	2	.	1	1	1	0.9	17
CC(C)C[C@H](NC(=O)N1CCn2c1nc1ccccc12)C(=O)NC1CCCCC1	3	95	-9	2	0	3	-11	1	-2.4	13
O=C(CC(c1ccccc1)c1ccccc1)Nc1nn[nH]n1	14	100	-2	8	6	3	1	4	-0.4	13
COc1cc(NC(=O)C2CCCN2C(=O)OCc2ccccc2)cc(OC)c1 (configuration not stated)	-3	120	-1	1	-20	-2	-4	0	-1.4	-3
O=C(Nc1nnc(S(=O)(=O)N2CCCCCC2)s1)c1ccccc1Br	8	94	-2	-15	2	2	-6	1	-2.2	-4
CC(=O)N1CCCc2cc(S(=O)(=O)NCCC3=CCCCC3)ccc21	-1	86	-3	-17	5	-10	-1	-1	-0.2	12
O=C(O)C1CCN(Cc2ccccn2)CC1	7	90	0	0	-6	6	-1	1	-2.3	-15
COc1cc(SC)ccc1C(=O)NCCCOC(C)C	7	98	0	2	9	1	0	1	-1.4	-16
C/C(=N\NC(=O)C1COc2ccccc2O1)c1ccc(N2CCOCC2)cc1 (configuration not stated)	-7	95	-2	-1	9	1	-4	0	-2.5	-7
Cc1nc(Cl)sc1C(=O)Nc1ccc(C(C)(C)C)cc1	2	93	-1	-6	13	0	-4	0	3.2	-46
CCc1nc(Nc2ccc(O)cc2)c2oc3ccccc3c2n1	-16	96	-1	5	-12	-1	2	13	0.0	-11
COc1cc(/C=N/NC(=O)CNC(=O)/C=C/c2ccco2)cc(OC)c1OC	-10	102	-2	0	-9	-4	5	4	0.3	-19
O=C(N/N=C/c1ccccc1C(F)(F)F)c1ccc2nc[nH]c2c1	-1	95	-5	14	9	5	7	3	0.2	-4
C#CC[N+](C)(C)CC#Cc1ccc(Cl)cc1	-1	100	2	4	9	-8	0	23	-0.4	6
COc1ccc(NC(=O)CSc2nc3ccccc3cc2Cc2ccccc2)cc1	4	86	-3	-7	2	-7	4	-4	2.2	17
Cc1nn(-c2ccccc2)c(Cl)c1C(=O)NCCN(C)C	1	98	0	8	-5	-7	4	-3	-2.2	8
N#Cc1cc2c(nc1SCc1ccccc1)CCCC2=O	0	97	-3	-2	-4	-3	-10	-3	0.5	-3
OC1CCC(Nc2ncnc3sccc23)CC1 (configuration not stated)	13	102	1	-2	-12	-11	-5	-2	0.2	10
Cc1onc(C(=O)N2CCN(c3ccccc3F)CC2)c1-c1ccccc1Cl	10	95	-2	-3	3	2	8	-1	1.5	-17
CCN(c1ccccc1)S(=O)(=O)c1ccc(Cl)c(NC(=O)c2ccc(=O)[nH]n2)c1	6	92	0	20	-6	2	8	-2	0.0	-2
COc1ccc2nc(NC(=O)C3CCN(S(=O)(=O)c4cccc5nsnc45)CC3)sc2c1	9	91	-1	8	4	9	6	-13	0.6	49

Part of the list above, with two lines to a compound:
Results follow in this order: MC4R antag cAMP, ABCB6 inh 2, m5-HT2A agonist, Cardio protect, TLR9-MyD88 inh, NOD2 RIPK2 PPI, ABHD5 PLIN5 PPI, N-glyco inh, MC4R barr agon, NCOA2 inhibitor
Cc1nn(-c2ccccc2)c(Cl)c1C(=O)NCCN(C)C
 : 1, 98, 0, 8, -5, -7, 4, -3, -2.2, 8
COc1cccc(N(C(=O)c2snc(C(N)=O)c2N)C(C(=O)NCC2CCCO2)c2ccc(C)o2)c1 (configuration not stated)
 : 18, 100, -12, 4, 7, 7, 9, -5, -0.9, -10

Later entries
SMILES	MC4R antag cAMP	ABCB6 inh 2	m5-HT2A agonist	Cardio protect	TLR9-MyD88 inh	NOD2 RIPK2 PPI	ABHD5 PLIN5 PPI	N-glyco inh	MC4R barr agon	NCOA2 inhibitor
CCCCNC(=O)C1C(c2ccc(OC)cc2)=Nc2ccccc2N1C(=O)Cc1cc(OC)cc(OC)c1 (configuration not stated)	.	.	3	.	.	-9	-2	.	.	-27
CC(Sc1ccccc1)C(=O)NN=C1CCCC1 (configuration not stated)	-3	102	-3	0	-14	7	-7	-2	-4.3	7
O=C(Oc1cccc([N+](=O)[O-])c1)C1CCN(C(=O)c2ccc(F)cc2)CC1	13	102	-1	-2	9	3	-6	1	-2.0	-36
CC(c1ccccc1)N1CCn2c(nc3cc(NS(C)(=O)=O)ccc32)C1 (configuration not stated)	-5	101	0	-3	1	-4	-4	2	-2.5	0
CCCC(c1nnnn1Cc1ccccc1)N1CCN(c2ccccc2OC)CC1 (configuration not stated)	3	105	-7	4	0	4	-7	-1	-0.4	-23
COc1cc(NC(=O)COC(=O)CO/N=C(\C)c2ccc3c(c2)OCO3)cc(OC)c1	4	101	-3	2	-11	-11	4	-1	0.0	-3
COc1cc(C(=O)OCC(=O)Nc2cc(S(=O)(=O)N3CCOCC3)ccc2C)ccc1OCC(C)C	-3	100	-2	3	-4	-7	0	-2	-1.3	-11
COCCNc1nc(NCCOc2ccccc2)c2sc(-c3ccccc3)cc2n1	6	94	-5	-16	.	2	3	-6	-1.4	-2
CC(=O)C1=C(O)C(=O)N(c2ccc(O)cc2)C1c1ccc(Cl)cc1 (configuration not stated)	2	94	2	8	1	0	-4	1	-1.1	16
CCOc1ccc(-n2ccc(=O)c(C(=O)Nc3ccc(S(=O)(=O)N4CCOCC4)cc3)n2)cc1	-4	97	0	2	-2	5	5	-2	-1.0	8
CCN(CCO)C1CC(=O)N(c2ccccc2C)C1=O (configuration not stated)	14	108	-1	3	-16	5	8	1	-2.9	.
COc1cccc(CN(C)C(=O)Cc2c[nH]c3ccccc23)c1OC	13	103	-3	-5	-2	-11	-8	-1	2.9	-6
CCOC(=O)c1c(C)nc(C)c(C(=O)OCC)c1-c1cccc([N+](=O)[O-])c1	-5	96	-1	8	-1	-7	-8	-1	-1.5	8
Cc1ccc(Cl)cc1N1CCN(C(=O)c2ccc(NS(=O)(=O)c3c(C)noc3C)cc2)CC1	6	100	2	-12	0	-8	7	4	-0.9	-15
Cc1ccccc1S(=O)(=O)NC(=O)C1(C)CCN1C(=O)Cc1ccc(Cl)cc1Cl (configuration not stated)	4	102	6	2	.	1	3	1	-1.3	-2
Cn1c(SCC(=O)Nc2ccccc2F)nnc1-c1cccs1	13	99	-2	-5	-2	5	-1	3	2.4	-16
COc1ccc(C(=O)Nc2c(O)ccc3ccccc23)cc1	4	99	-3	1	2	-12	-7	-1	0.3	-69
CC(=O)c1cccc(NC(=O)c2sc3nc4n(c(=O)c3c2C)CCCCC4)c1	4	91	4	-2	-1	-1	15	5	-2.3	1
CC(=O)Nc1ccc(S(=O)(=O)NCC2CCC(C(=O)NC(C)c3ccccc3)CC2)cc1 (configuration not stated)	5	98	-3	-7	-1	2	-3	-2	-2.4	2
O=C(c1cccc([N+](=O)[O-])c1)c1ccccn1	9	98	1	-4	5	2	-3	-1	-0.8	10
CCOC(=O)N1CCN(C(=O)c2ccc3nc4ccsc4c(=O)n3c2)CC1	1	99	1	19	3	2	-10	1	-0.5	-14
COCCCNC(=O)CC1C[C@H](C(=O)N(C(C)C)C(C)C)[C@@]2(C)c3[nH]c4ccc(OC)cc4c3CCN2C1=O (some centres not stated)	-7	99	5	-4	-1	0	-2	5	-1.7	9
N=c1n(Cc2ccccc2)c2ccccc2n1CC(O)c1ccco1 (configuration not stated)	10	133	-2	-6	-8	-6	23*	-2	-0.5	-31
O=S(=O)(O)c1ccc(O)c2cc(Nc3ccccc3)ccc12	7	94	1	-4	0	-5	-9	-2	-1.3	-11
CCOc1ccc(NC(=O)CSc2nnc(C34CC5CC(CC(C5)C3)C4)n2C)cc1	8	97	1	0	3	-2	-4	0	2.5	9
C=CCn1c(-c2cc3c(s2)CCC(CC)C3)n[nH]c1=S (configuration not stated)	13	98	3	-18	9	2	-17	-3	-0.6	-34
C/C=C/c1ccc(OCC(=O)OCC(=O)NC2CC2)c(OC)c1	13	98	0	-1	-1	1	1	2	-1.0	-8
COc1ccc(CN(Cc2ccc(C(=O)O)cc2)C(=S)Nc2ccccc2C)cc1OC	-4	96	-1	-5	2	-18	0	0	-1.4	-19
